Screening data deposited in PubChem by several laboratories.
dFosB activator – activators of mouse delta FosB homodimer; P13346; purified delta FosB, TAMRA-CDK5 oligo fluorescence polarization; percent of positive-control signal above neutral wells; activation, % at 25 µM; actives 0.99% (n = 340,000); AID 493131;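 active = mean activation above about 17%, with every replicate also reaching it, limit read from the data, passing the limit was not always enough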;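 also: fluorescence polarization rise as delta FosB binds a TAMRA Cdk5 AP-1 oligo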
Target sequence (P13346 whole entry, looked up): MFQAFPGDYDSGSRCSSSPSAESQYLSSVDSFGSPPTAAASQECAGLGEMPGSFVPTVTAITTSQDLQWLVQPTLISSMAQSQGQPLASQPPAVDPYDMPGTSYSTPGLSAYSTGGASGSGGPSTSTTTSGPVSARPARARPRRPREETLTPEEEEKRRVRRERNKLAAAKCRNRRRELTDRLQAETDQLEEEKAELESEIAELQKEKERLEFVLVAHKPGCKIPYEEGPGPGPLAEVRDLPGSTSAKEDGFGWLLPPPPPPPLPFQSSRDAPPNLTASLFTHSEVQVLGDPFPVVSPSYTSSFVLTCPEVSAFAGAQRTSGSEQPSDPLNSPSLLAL
Tat export inh – blocks Tat-dependent protein export in E. coli | E. coli MC4100 TorA-mCherry Tat export, fluorescence | inhibition, % at 10 µM | actives 0.036% (n = 340,000);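 active = mean replicate inhibition at least 50% and at least half of replicates individually reaching 50%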;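 also: exported cargo escapes ClpAP degradation while cytoplasmic cargo is degraded and loses fluorescence; 0% = median of neutral control wells and 100% = median of NaSCN control wells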
MITF act – activators of MITF-driven TRPM1 promoter activity in SK-MEL-5 cells. AID 588334. activation, % at 12.5 µM. actives 0.75% (n = 300,000). SK-MEL-5 TRPM1-promoter luciferase, 24 h; % of positive control, neutral wells = 0;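 active = mean activation of at least 80% with every replicate also reaching 80%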;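 also: 0% = neutral control wells and 100% = parthenolide positive control wells; values of inactives mirror those of a sister screen read the other way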
Wnt act – activators of Wnt/beta-catenin signaling | activation, % at 9.35 µM | AID 743398 | actives 1.2% (n = 300,000) | Wnt/beta-catenin reporter cell assay, activator, plate reader; in the data active = activation above about 30%, passing the limit was not always enough;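 also: 0% = neutral control wells and 100% = positive control wells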
CDK5 p35 inh – inhibitors of human CDK5/p35 kinase; inhibition, % at 10 µM; Q00535+Q15078; Recombinant CDK5/p35, ADP-Glo luminescence, 60 min; actives 0.01% (n = 330,000);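 active = highest replicate inhibition of at least 50% and at least 75% of replicates reaching 50%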;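 also: plate controls were DMSO neutral control for no effect and GW8510 at 10 µM for full effect; many of its hits are not listed in these tables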
Target sequence (Q00535 whole entry, looked up): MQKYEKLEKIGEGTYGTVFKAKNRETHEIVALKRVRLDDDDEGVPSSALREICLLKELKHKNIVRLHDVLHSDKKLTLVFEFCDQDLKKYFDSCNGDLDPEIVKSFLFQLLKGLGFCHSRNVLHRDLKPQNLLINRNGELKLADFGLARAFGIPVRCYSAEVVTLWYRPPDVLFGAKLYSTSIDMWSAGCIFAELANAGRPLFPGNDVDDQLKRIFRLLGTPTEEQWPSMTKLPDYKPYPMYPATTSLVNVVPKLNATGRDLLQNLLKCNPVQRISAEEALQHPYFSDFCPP
Target sequence (Q15078 whole entry, looked up): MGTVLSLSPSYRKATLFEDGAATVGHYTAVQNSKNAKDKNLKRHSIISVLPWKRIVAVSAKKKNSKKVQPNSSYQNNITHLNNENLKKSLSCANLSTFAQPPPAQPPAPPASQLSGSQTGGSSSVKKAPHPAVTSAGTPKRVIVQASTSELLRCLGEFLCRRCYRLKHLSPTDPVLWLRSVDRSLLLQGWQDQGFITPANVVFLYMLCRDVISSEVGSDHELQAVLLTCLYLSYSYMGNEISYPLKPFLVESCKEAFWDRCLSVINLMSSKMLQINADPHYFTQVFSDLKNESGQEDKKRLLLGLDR
Rtt109 Vps75 – blocks Candida albicans Rtt109/Vps75 acetyltransferase activity; purified Rtt109/Vps75, ThioGlo CoA-SH fluorescence, 4 h; inhibition, % at 34.9 µM; actives 0.16% (n = 330,000); AID 540336;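 active = inhibition of at least 50% in every replicate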
RTF Ca sens act – cardiac RTF calcium sensitization; IANBD-labeled TnC RTF fluorescence at EC20 calcium; 0% EC20 calcium, 100% full calcium; AID 493008; activation, % at 7.2 µM; P19429+P45379; actives 0.24% (n = 340,000);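 active = activation above the mean over all tested compounds plus 3 SD, cut at about 30% in these data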;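 also: rise in fluorescence read as greater calcium sensitivity of cardiac thin filaments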
CAL PDZ FP-1 – inhibitors of human CAL PDZ peptide binding. inhibition, % at 20 µM. AID 504414. Q9HD26. purified CAL PDZ, TMR-peptide fluorescence polarization, 1 h. actives 0.02% (n = 330,000);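 active = highest replicate inhibition of at least 40%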;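 also: plate controls were DMSO neutral control wells for no effect and unlabeled competitor peptide control wells for full effect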
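Material: tagged CAL PDZ domain; buffer or medium: 25 mM sodium phosphate pH 7.4, 150 mM NaCl, TCEP, IgG, Thesit; compound dosing: single point, 20 µM; schedule: 1 h incubation at room temperature before polarization reading; measured by: FP readout, S and P plane fluorescence; read-out basis: percent inhibition from loss of millipolarization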
CAL PDZ FP-2 – inhibitors of human CAL PDZ peptide binding; Q9HD26; purified CAL PDZ, TMR-peptide fluorescence polarization, 1 h; actives 0.92% (n = 300,000); AID 602252; inhibition, % at 24.9 µM;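 active = mean inhibition of at least 30% with at least half of replicates also reaching 30%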;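 also: 0% = DMSO neutral control and 100% = excess unlabeled competitor peptide PRC23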
V-ATPase pH – yeast V-ATPase proton transport regulation by pHLuorin | S. cerevisiae, pHLuorin cytosolic pH fluorescence | response, % at 10 µM | actives 0.37% (n = 350,000) | AID 504577; in the data active = response mostly above about 7.3%, no sharp cut-off; inactive = mostly below about 5.4%; also: actives read high; inactives centre near 0; some compounds called inactive have numbers as strong as hits; reference of the scale not given here
The depositor's hits bear a star; x = not tested or not shown; & = joins results of further samples. Rows are unselected; 4.1% or so of the library scored in one or more.

Each structure is followed by: RTF Ca sens act, Wnt act, CDK5 p35 inh, CAL PDZ FP-2, Rtt109 Vps75, MITF act, V-ATPase pH, Tat export inh, dFosB activator, CAL PDZ FP-1
> CC(C)CCNC(=O)C(Cc1ccccc1)NS(=O)(=O)c1ccc2c(c1)c(=O)n(C)c(=O)n2C (stereo not given)
    4, -1, -12, x, -7, x, 3, -8, -3, -1.4
> CC1CCN(S(=O)(=O)c2ccc(NC(=O)c3cccs3)cc2)CC1
    -7, 10, -0.5, -7, -3, -1, 3, -1, 5, x
> CCOC(=O)NC1Cc2ccccc2C1Sc1ccccn1 (stereo not given)
    0, 4, 0.2, 13, -2, 1, 1, 7, -2, -0.7
> CCS(=O)(=O)N1CCN(c2ccc([N+](=O)[O-])c(NC(C)c3ccccc3)c2)CC1 (stereo not given)
    -2, -4, -2.3, 2, -15, x, -4, -4, -2, -0.5
> COc1ccc2nc(N=Nc3ccc(N(C)C)cc3)sc2c1
    -1, 14, 2.8, 1, -2, -18, 0, 13, 2, -2.2
> C=CC[N+]1(CC#CCOC(c2ccccc2)c2ccccc2)CCOCC1
    1, x, -0.3, -2, -4, 1, -3, 3, -8, x
> NC(=O)c1ccccc1NC(=O)CN1CCOCC1
    0, x, -1.4, 5, x, x, -2, -2, 3, -0.7
> CCCCc1nc(Cl)c(CO)n1Cc1ccc(-c2ccccc2-c2nnn[nH]2)cc1
    6, 8, -1.8, -4, -5, 7, -1, 6, 5, -0.6
> COc1cc(/C=N/Nc2ccc(Cl)nn2)cc(OC)c1O
    -6, 0, 0.9, 0, 1, x, 1, -4, -6, 1.7
> O=C(CN(C(=O)CNC(=O)c1ccco1)c1ccc2c(c1)OCCO2)NC1CCCC1
    0, -1, 0.9, -2, -1, -9, 2, 2, 1, -2.5
> COc1ccccc1CNC(=O)CN1C(=O)c2ccccc2S1(=O)=O
    -13, -4, 0.0, 0, 4, -1, -1, 5, -4, 0.6
> N#CC1(c2c(O)nc3n(c2=O)CCCS3)CCCCC1
    -8, -31, 0.6, -2, 14, -7, -4, 3, -3, -0.6
> COc1ccc(S(=O)(=O)Nc2cccc(-c3ccc4nncn4n3)c2)c(OC)c1
    2, 0, 0.6, -1, -1, 22, 5, -5, -17, -3.0
> C=CCNC(=O)CSc1nc2sc3c(c2c(=O)n1CCC)CCC3
    -5, -1, -0.2, -3, 4, -12, 0, -1, -8, -1.3
> CN(C)S(=O)(=O)c1cccc(NC(=S)NNC(=O)c2cc3ccccc3cc2O)c1
    -3, 0, 0.2, x, 15, -10, -1, -12, 4, -0.5
> Cc1ccc(C)c(NS(=O)(=O)c2ccc(NC(=O)c3ccco3)cc2)c1
    5, -7, 0.6, -6, x, x, 2, 5, -10, -3.4
> CCOCc1nnc(NC(=O)c2cccc(OC)c2)s1
    -3, 1, -6.9, x, -5, 20, 0, -7, -3, 0.0
> CCOc1ccc(OCC)c(S(=O)(=O)NCc2cccnc2)c1
    4, -5, 1.8, -1, -1, 5, 4, -5, -4, -1.1
> O=C(NCCOc1nc(N2CCCCC2)nc(N2CCOCC2)n1)Nc1ccccc1
    -5, x, -0.8, 1, -4, -6, 1, 7, 4, 0.4
> Cc1ccc(OC(=O)CCC(=O)NC(C)c2ccccc2)cc1 (stereo not given)
    5, 3, 0.4, 0, -1, 6, -2, -10, -1, 0.3
> Cc1onc(-c2c(F)cccc2Cl)c1C(=O)OCC(=O)Nc1cccc(S(=O)(=O)N(C)C)c1
    2, 6, -1.3, -1, 7, -16, -1, 8, -9, -0.5
> CCOc1ccc(C(=O)NC(=S)Nc2ccc(N3CCOCC3)c(Cl)c2)cc1[N+](=O)[O-]
    1, -1, 0.2, 8, 4, -7, 1, 8, 0, -0.8
> Cc1nc2ccc(NC(=O)c3cncc(Br)c3)cc2s1
    -3, 18, 2.1, -2, 1, 92*, 1, 2, -2, 17
> O=[N+]([O-])c1ccc2[nH]c(=S)sc2c1
    5, 0, 1.1, -1, 13, -6, 1, -4, 0, -0.3
> Cc1ccc(-c2nnn(CC(=O)N(CC(=O)NC3CCCC3)c3cccc(F)c3)n2)o1
    -6, -1, -0.7, -5, -5, -1, 4, -1, -3, -2.4
> O=C(NC1CCCCC1)c1cc2nc3c(c(C(F)(F)F)n2n1)CCCC3
    16, x, -0.9, -4, -2, 70, 1, 8, -8, -3.5
> COc1ccc(S(=O)(=O)Nc2cccc3c2O[C@H](CN(C)CC2CC2)[C@@H](C)CN([C@H](C)CO)C3=O)cc1
    -3, -1, -0.9, -1, 6, 1, -3, -8, 1, -0.9
> N#Cc1nc(COc2ccc(Cl)cc2)oc1N1CCCC1
    14, 1, -1.0, -9, 2, 10, -2, 0, 2, x
> Cc1ccc(OCC(=O)Nc2cc(S(=O)(=O)N3CCCCC3)ccc2C)c([N+](=O)[O-])n1
    3, x, 0.7, -9, 3, -6, -1, -3, -11, 0.0
> CCc1ccc(S(=O)(=O)Nc2ccc(O)c3ccccc23)cc1
    0, 6, 2.4, -5, 6, -4, -1, -7, -14, -0.1

Nine structures from above, ordered by heavy-atom count, smallest number first.
Each structure is followed by: RTF Ca sens act, Wnt act, CDK5 p35 inh, CAL PDZ FP-2, Rtt109 Vps75, MITF act, V-ATPase pH, Tat export inh, dFosB activator, CAL PDZ FP-1
> NC(=O)c1ccccc1NC(=O)CN1CCOCC1
    0, x, -1.4, 5, x, x, -2, -2, 3, -0.7
> Cc1nc2ccc(NC(=O)c3cncc(Br)c3)cc2s1
    -3, 18, 2.1, -2, 1, 92*, 1, 2, -2, 17
> COc1ccc2nc(N=Nc3ccc(N(C)C)cc3)sc2c1
    -1, 14, 2.8, 1, -2, -18, 0, 13, 2, -2.2
> CCOc1ccc(OCC)c(S(=O)(=O)NCc2cccnc2)c1
    4, -5, 1.8, -1, -1, 5, 4, -5, -4, -1.1
> CC1CCN(S(=O)(=O)c2ccc(NC(=O)c3cccs3)cc2)CC1
    -7, 10, -0.5, -7, -3, -1, 3, -1, 5, x
> COc1ccccc1CNC(=O)CN1C(=O)c2ccccc2S1(=O)=O
    -13, -4, 0.0, 0, 4, -1, -1, 5, -4, 0.6
> Cc1ccc(C)c(NS(=O)(=O)c2ccc(NC(=O)c3ccco3)cc2)c1
    5, -7, 0.6, -6, x, x, 2, 5, -10, -3.4
> O=C(CN(C(=O)CNC(=O)c1ccco1)c1ccc2c(c1)OCCO2)NC1CCCC1
    0, -1, 0.9, -2, -1, -9, 2, 2, 1, -2.5
> CC(C)CCNC(=O)C(Cc1ccccc1)NS(=O)(=O)c1ccc2c(c1)c(=O)n(C)c(=O)n2C (stereo not given)
    4, -1, -12, x, -7, x, 3, -8, -3, -1.4

Further structures
Each structure is followed by: RTF Ca sens act, Wnt act, CDK5 p35 inh, CAL PDZ FP-2, Rtt109 Vps75, MITF act, V-ATPase pH, Tat export inh, dFosB activator, CAL PDZ FP-1
> CCN(CC)c1ccc(-c2c(C#N)c(N)nc(OC)c2C#N)cc1
    0, -12, -0.4, 4, 3, -2, -3, 0, -2, -2.1
> COc1cc2c3nc4n(c(=O)c3n(CC(=O)N3CCCC3)c2cc1OC)CCS4
    -7, -1, 0.8, -5, 8, 0, -4, -2, -2, -0.3
> COc1ccc(-n2ncc3c(NCCCn4ccnc4)ncnc32)cc1
    -2, 22, -2.7, -3, -3, x, 1, 21, -8, 0.0
> Cc1cc(O)cc(C)c1Cl
    0, -4, 1.6, -4, 3, 11, -3, -7, 3, -1.3
> O=C(Nc1ccccn1)C1CCN(S(=O)(=O)c2ccccc2)CC1
    0, -2, 1.5, 0, -4, 71, -3, 9, -6, -0.1
> Cc1cc(NC(=O)C2C3C=CC(C3)C2C(=O)O)no1 (stereo not given)
    -1, x, -3.5, x, -7, 1, 8, 0, 0, 0.2
> O=C(Nc1ccccc1Cl)c1ccccc1
    -1, 14, -0.1, -2, 2, 36, 4, -2, -1, -1.8
> COc1ccc2c3c(cccc13)N(C)N=C2C
    8, -1, 5.9, x, 0, x, 0, -7, -6, 1.0
> CC(C)(C)NC[C@H](O)COc1nsnc1N1CCOCC1
    5&2&5, -1&0&5, 0.0&0.6&-5.5, -4&-1&-1, -6&2&1, -3&5&4, -2&4&3, 1&-7&0, 0&-4&2, 0.1&0.7&0.6
> COc1ccccc1OCCNC(=O)c1cc(=O)[nH]c2ccccc12
    -4, 0, -0.7, 0, 1, 16, 0, 15, -2, 0.3
> Cc1ccc2[nH]c3c(c2c1)CN(C)CC3
    1, -2, 0.4, -1, 16, -2, 2, -1, -4, -0.8
> CCCCCC(=O)Nc1nnn(CCC)n1
    1, x, 1.0, 1, -1, 10, 1, 7, 3, 0.8
> COc1cc(/C=C/C(=O)O)cc(S(=O)(=O)N2CCCc3ccccc32)c1OC
    2, -2, -0.1, -4, 2, 2, 2, -2, 2, -2.1
> Cc1ccc(OCCSc2cc(C)nc(N)n2)cc1
    -6, x, -1.4, -3, 5, 16, 0, 0, -3, 0.5
> O=C(COC(=O)CNC(=O)c1ccccc1)Nc1ccc(Cl)cn1
    10, -2, 1.5, -1, -5, -1, -1, -8, -7, -3.9
> CN(CC(=O)Nc1cc(C(F)(F)F)ccc1-n1cncn1)Cc1ccccc1N1CCOCC1
    9, -2, 1.3, x, -2, -12, 1, 0, -19, 1.3
> Cc1ccc(F)c(Oc2cc(NN3CCCCC3)c([N+](=O)[O-])cc2[N+](=O)[O-])c1
    -7, 5, -0.8, -1, 12, -2, 4, 9, 10, -0.6
> CCOC(=O)C1CCN(S(=O)(=O)c2ccc3c(c2)N(C(C)=O)CCO3)CC1
    -8, 1, 1.2, 2, -1, -14, 0, 1, -5, -0.4
> CC(=O)c1cc(CN2CCC(C(=O)Nc3cccc(-c4cscn4)c3)CC2)cs1
    0, -2, -1.5, 0, -1, -35, -3, 1, -9, -3.1
